High-throughput results: PubChem, NCI
NCI-60 one-dose screen, 48 h, at 10 µM unless noted. Numbers give growth in % (100 = growth as untreated, 0 = no growth, -100 = all killed).
M14 – M14 melanoma; hit rate 6.2% among 80,000
A549/ATCC – A549/ATCC NSCLC; hit rate 3.7% among 81,000
SK-MEL-5 – SK-MEL-5 melanoma; hit rate 6.4% among 80,000
UACC-62 – UACC-62 melanoma. hit rate 5.4% among 81,000
EKVX – EKVX NSCLC | hit rate 3% among 71,000 | AID 1794765
UACC-257 – UACC-257 melanoma; hit rate 4.4% among 78,000; AID 1794764
HOP-92 – HOP-92 NSCLC cells; AID 1794738; hit rate 6.3% among 71,000
SK-MEL-28 – SK-MEL-28 melanoma; hit rate 4.1% among 81,000
Starred values were filed as active, the others as inactive; x = no result given; & = joins results of further samples. How the source made its calls: active means growth percent below 10; inactive means the rest.

Start of the data: the first 6 records, ahead of the listing:
SMILES	M14	A549/ATCC	SK-MEL-5	UACC-62	EKVX	UACC-257	HOP-92	SK-MEL-28
CN1C(=O)C2(C(C#N)=C(c3ccc(Cl)cc3)Nc3c2c(-c2ccccc2)nn3-c2ccccc2)c2ccccc21 (stereo not drawn)	77	90	88	70	81	112	75	94
Cn1c(=O)c2c(nc(Nc3ccccc3)n2CC(=O)Nc2ccc(F)cc2)n(C)c1=O	89	79	101	95	102	90	81	111
CN1CCN(C(=S)SCC(=O)Nc2nc3ccccc3s2)CC1	115	98	95	x	124	102	93	109
O=C(/C=C/c1ccc([N+](=O)[O-])cc1)c1ccc(NC(=O)c2ccccc2CN2C(=O)c3ccccc3C2=O)cc1	90	88	97	82	91	97	109	101
COc1ccc(/C=C2\SC(=O)N(Cc3cc(=O)oc4ccc(C)cc34)C2=O)cc1	99	95	102	101	97	104	107	100
C=C(C)C(=O)Nc1c(C)cccc1C	106	x	105	97	x	x	x	98

The list itself, repeating the preview:
SMILES	M14	A549/ATCC	SK-MEL-5	UACC-62	EKVX	UACC-257	HOP-92	SK-MEL-28
CN1C(=O)C2(C(C#N)=C(c3ccc(Cl)cc3)Nc3c2c(-c2ccccc2)nn3-c2ccccc2)c2ccccc21 (stereo not drawn)	77	90	88	70	81	112	75	94
Cn1c(=O)c2c(nc(Nc3ccccc3)n2CC(=O)Nc2ccc(F)cc2)n(C)c1=O	89	79	101	95	102	90	81	111
CN1CCN(C(=S)SCC(=O)Nc2nc3ccccc3s2)CC1	115	98	95	x	124	102	93	109
O=C(/C=C/c1ccc([N+](=O)[O-])cc1)c1ccc(NC(=O)c2ccccc2CN2C(=O)c3ccccc3C2=O)cc1	90	88	97	82	91	97	109	101
COc1ccc(/C=C2\SC(=O)N(Cc3cc(=O)oc4ccc(C)cc34)C2=O)cc1	99	95	102	101	97	104	107	100
C=C(C)C(=O)Nc1c(C)cccc1C	106	x	105	97	x	x	x	98
S=C(Nc1ccccc1)Nc1ccc(NC(=S)Nc2ccccc2)cc1	101	104	101	103	107	99	85	109
O=C(COCc1c(-c2ccccc2)no[n+]1[O-])Nc1ccc(C(=O)/C=C/c2ccc(Cl)cc2)cc1	111	96	105	97	106	114	78	107
O=c1c(-c2ccc3c(c2)OCO3)coc2cc(O)ccc12	112	101	103	108	118	109	86	109
c1ccc2cc(SSc3ccc4ccccc4c3)ccc2c1	100	97	99	99	x	98	98	110
CN=S(C)(=O)c1ccc(-c2cnc(N)c(C(=O)Nc3ccccc3)n2)cc1 (stereo not drawn)	103	89	103	99	109	97	102	116
COc1ccc(OC)c(C2C(C#N)=C(N)Oc3c2c(N)nn3-c2ccccc2)c1 (stereo not drawn)	101	112	99	90	93	107	95	105
Nc1nc(=O)c2nccnc2c(=O)[nH]1	103	103	102	95	100	98	98	102
CC1(C)OC2C(CO)OC(n3cnc4c(=S)nc[nH]c43)C2O1 (stereo not drawn)	98	95	105	96	99	88	x	114
C=C(C=O)[C@@H]1CC[C@]2(C)[C@H](CC[C@@H]3[C@H]4[C@H]5OC(=O)[C@@]4(CCC5(C)C)CC[C@]32C)[C@@]1(C)CCC#N	x	101	72	77	104	100	98	91
Cc1n(Cc2ccc3ccccc3n2)cc[n+]1Cc1ccc2ccccc2n1	87	89	59	73	81	43	74	72
Nc1ccccc1NC1CCN(Cc2ccccc2)CC1	113	x	98	x	92	x	72	107
COCCOc1ccc(C(=O)Nc2ccc(C(N)=O)cc2)cc1	102	105	99	110	x	x	90	112
CSc1nc(NN)c(C#N)c(-c2cccs2)n1	115	87	88	72	80	97	85	110
COc1ccc(/C=C2\SC(=S)N(CCCN3CCOCC3)C2=O)c(OC)c1	96	102	90	91	x	102	87	106
CCc1c(CO)c(-c2nc(C(=O)OC)cc3c2[nH]c2ccccc23)nc2cc(N(S(=O)(=O)c3ccc(C)cc3)S(=O)(=O)c3ccc(C)cc3)ccc12	104	100	91	81	93	119	85	111
CC1(CCO)Oc2ccccc2O1	107	71	106	96	107	80	96	106
CCNCc1ccc(O)c2ncccc12	34	18	6.2*	25	25	9.8*	-8.2*	66
CCS(=O)(=O)Nc1ccc(C(=O)CC2(O)C(=O)Nc3ccc(F)cc32)cc1 (stereo not drawn)	97	105	100	93	92	107	49	103
CSc1nc(Nc2cccc(NC(=O)/C(C#N)=C/c3c(Cl)cccc3Cl)c2)c(C#N)c(-c2cccc([N+](=O)[O-])c2)n1	23	92	50	33	57	73	60	77

Just UACC-257 (three entries from above):
SMILES,UACC-257
CC1(CCO)Oc2ccccc2O1,80
CCNCc1ccc(O)c2ncccc12,9.8*
CCS(=O)(=O)Nc1ccc(C(=O)CC2(O)C(=O)Nc3ccc(F)cc32)cc1 (stereo not drawn),107

Remaining list, next part
SMILES	M14	A549/ATCC	SK-MEL-5	UACC-62	EKVX	UACC-257	HOP-92	SK-MEL-28
CCN1C(=O)N(CC)C2Nn3c(s/c(=C\c4ccccc4Br)c3=O)=NC21 (stereo not drawn)	9.1*	13	13	23	44	46	43	42
CC(=O)NC(CCC(=O)O)C(=O)O (stereo not drawn)	105	102	102	108	106	102	x	105
NC1CCC(O)CC1C(=O)O (stereo not drawn)	110	101	94	95	97	99	61	106
COC(=O)[C@H]1[C@H](OC)[C@@H](OC(=O)/C=C/c2ccncc2)CC2CN3CCc4c([nH]c5cc(OC)ccc45)[C@@H]3C[C@@H]21 (stereo partly drawn)	78	83	90	44	x	62	1.2*	95
CC(N)CC1CCCCC1 (stereo not drawn)	93	102	101	98	101	x	103	95
Cc1nc(-c2ccc(Br)cc2)ccc1C(=O)N/N=C/c1ccc([N+](=O)[O-])cc1	81	72	80	60	75	81	71	84
O=C1Nc2cc(C(=O)N3CCOCC3)ccc2N2CCC[C@@H]12	100	94	111	102	102	90	114	107
COc1ccccc1/C=C/C(=O)c1nnn(-c2ccc(Br)cc2)c1C	85	85	97	77	92	94	85	102
CC(C)(C)C(=O)C1C(=O)c2ccccc2C1=O	97&99	114&100	99&102	98&98	101&93	95&100	65	91&92
Cn1cc(NCCO[C@H]2Cc3cc4ccc(=O)oc4cc3OC2(C)C)c(C(N)=O)n1	112	97	109	91	104	92	96	105
O=C1CC(c2ccccc2)Sc2ccccc2N1 (stereo not drawn)	101	69	96	86	89	x	71	109
C=C1CC[C@@H]2[C@]3(C)COC(c4cn[nH]c4-c4ccc(F)cc4)O[C@@H]3CC[C@@]2(C)[C@@H]1C/C=C1/C(=O)OCC1O (stereo partly drawn)	-63*	-14*	-79*	-74*	-6.6*	-45*	x	-76*
O=S(=O)(Nc1ccc(I)c(Cl)c1)c1ccc(-c2cnc(C3CC3)o2)cc1	21	50	17	31	42	70	49	60
O=C1CC[C@@H](C(=O)N[C@H]2CSSC[C@@H](C(=O)NCCc3ccccc3)NC(=O)[C@H](Cc3ccccc3)NC(=O)[C@@H]3CCCN3C(=O)[C@@H]3CCCN3C2=O)N1	98	86	100	95	101	99	95	102
CCOC(=O)CC(Cc1ccc2c(c1)OCO2)C(=O)OCC (stereo not drawn)	99	106	96	102	101	113	97	112
Nc1ccc(-c2nc(N)c3[nH]cnc3n2)cc1	92	113	107	89	88	115	83	114
COc1cc(NS(=O)(=O)c2ccc(NC3=C(Cl)C(=O)c4ncccc4C3=O)cc2)ncn1	111	117	102	109	104	103	141	135
CCCCCCCCCCCCNC1=C(Cl)C(=O)c2ccccc2C1=O	115	104	109	99	x	98	58	111
C1=C(c2ccccc2)C(c2ccc(OCCN3CCCCC3)cc2)Oc2ccccc21 (stereo not drawn)	-58*	59	-95*	-41*	69	-41*	59	-51*
COC(=O)/C(=C/c1ccc(/C=C(\NC(=O)c2ccccc2)C(=O)OC)cc1)NC(=O)c1ccccc1	101	100	105	95	104	107	112	106
COc1ccc([C@H]2c3[nH]c4ccccc4c3C[C@H]3C(=O)N(C4CCN(Cc5c(Cl)cccc5Cl)CC4)CC(=O)N23)c(OC)c1	x	91	96	84	86	116	79	101
CCCCC(=O)OC1CCCCC1	106	109	99	104	x	103	99	105
Cc1cc(C)c(C)c(Br)c1C	116	100	x	114	102	109	85	108
O=S(=O)(Nc1cccnc1Sc1ccccc1)c1cc(Cl)ccc1Cl	102	100	95	104	106	100	82	111
O=C(Nc1ccc(-n2ccc3c(NC(=O)c4ccccc4)ncnc32)cc1)c1cccc(C(F)(F)F)c1	31	33	33	25	64	61	81	71

Single entries from the list.
UACC-62, CCCCC(=O)OC1CCCCC1 reads 104
SK-MEL-5, CC(C)(C)C(=O)C1C(=O)c2ccccc2C1=O reads 99&102
A549/ATCC, O=C1CC(c2ccccc2)Sc2ccccc2N1 (stereo not drawn) reads 69
A549/ATCC, Cc1nc(-c2ccc(Br)cc2)ccc1C(=O)N/N=C/c1ccc([N+](=O)[O-])cc1 reads 72
HOP-92, CCCCCCCCCCCCNC1=C(Cl)C(=O)c2ccccc2C1=O reads 58

Next records follow:
SMILES	M14	A549/ATCC	SK-MEL-5	UACC-62	EKVX	UACC-257	HOP-92	SK-MEL-28
COc1ccc(Cn2c(Br)c3c(c2-c2ccccc2)CCc2sc(N)nc2-3)cc1	98	93	92	80	x	96	120	102
O=C1N=C(c2c(-c3[nH]c(=O)c4ccccc4c3O)c(O)c3ccccc3c2O)C(=O)c2ccccc21	98	107	96	95	x	110	104	108
O=C1/C(=C/c2ccc(O)cc2)Oc2cc(O)ccc21	104	99	99	93	101	101	110	106
O=C1Nc2ccccc2/C1=C/c1cccn1CCCCCn1c2ccccc2c(=O)c2ccccc21	73	81	32	48	72	106	66	88
O=C(COC(=O)c1cc(NS(=O)(=O)c2cccs2)ccc1O)Nc1ccccc1F	108	99	110	111	101	113	57	115
NS(=O)(=O)c1ccc(C(=O)N/N=C/c2c[nH]c3ccccc23)cc1	98	100	101	92	96	105	81	110
Cc1ccc(NC(=O)N2CC(C)OC(C)C2)cc1[N+](=O)[O-] (stereo not drawn)	88	96	99	96	x	96	97	104
O=C(O)c1ccc2c(O)c3ccccc3c(O)c2c1	96	x	96	105	93	x	73	114
Cc1c(C(=O)/C=C/c2cc3ccccc3n3nnnc23)nnn1-c1ccc([N+](=O)[O-])cc1	107	100	105	95	101	104	103	117
